Screens: PubChem, several laboratories
RGS4 inh: inhibitors of human RGS4 | 310,000 compounds, 0.45% hits | HEK293 M3R/RGS4 inducible, Fluo-4 calcium flux; active compounds read high; triggered by carbachol at its EC20 | P49798 | AID 463165 | B-score at 10 µM;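 active means B-score, a plate-corrected calcium signal, over three deviations above library mean, with baseline fluorescence within five deviations of library mean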;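 further: RGS4 expression induced by doxycycline in cells with stable M3 receptor; B-score is computed from the integrated fluorescence ratio over baseline after carbachol; higher B-score means a larger calcium signal and so more RGS4 inhibition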
KCNQ1 inh: human KCNQ1 channel inhibition; CHO-K1 KCNQ1, FluxOR thallium flux fluorescence; active compounds read high; B-score at 10 µM; 310,000 compounds, 1.3% hits;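 active means compounds whose thallium flux B-score, printed positive for inhibition, exceeds three library SD while starting fluorescence stays within three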;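 further: channel opened by potassium depolarization with thallium stimulus after 20 min compound exposure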
RGS4 pot: RGS4 potentiation or activation; 310,000 compounds, 0.92% hits; B-score at 10 µM; HEK293 M3R/inducible RGS4, carbachol calcium flux Fluo4; active compounds read low;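 active means B-score of the integrated calcium signal more than 4 SD below the library mean, with starting fluorescence not abnormally high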;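 further: negative B-score means reduced calcium response which marks RGS4 activation or potentiation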
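System: HEK293 FlpIn-TREx cells, stable M3R, doxycycline-inducible RGS4. Timing: overnight RGS4 induction, 30 min dye load 37 °C, 20 min compound RT. Also added: carbachol, ECmax concentration. Measured by: Fluo4 fluorescence kinetic imaging of calcium. Evaluation: integrated calcium ratio converted to B score.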
KCNK3 block: human KCNK3 channel inhibition, primary screen; CHO-KCNK3 thallium flux, FluxOR fluorescence; active compounds read low; 340,000 compounds, 0.84% hits; B-score at 10 µM; AID 602410;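 active means B-score under library mean minus 4 SD, starting fluorescence ratio at most library mean plus 5 SD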;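 further: more negative B-score means stronger inhibition of thallium flux through KCNK3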
TMEM16A act: activators or potentiators of mouse TMEM16A chloride channel; Q8BHY3; HEK293 TMEM16A/YFP-H148Q/I152L, iodide quench fluorescence; active compounds read low; B-score at 10 µM; 340,000 compounds, 0.3% hits; AID 623877;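 active means fluorescence-ratio B-score plate-corrected deviation score at least 3 library SD below zero, with starting fluorescence score within 5 deviations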;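 further: channel opened by trigger with iodide after compound preincubation; score built on the fluorescence ratio of max minus min over baseline; more negative score means more quench and so TMEM16A activation or potentiation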
KCNK9 block: human KCNK9 channel inhibition; B-score at 10 µM; HEK293 KCNK9, FluxOR thallium flux fluorescence; active compounds read low; AID 488922; Q9NPC2; 310,000 compounds, 1.2% hits;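 active means ratio B-score over 3 SD below the library mean, with starting fluorescence within 5 SD of its mean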;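 further: negative B-score means less thallium flux so channel inhibition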
TMEM16A inh: blocks the mouse calcium-activated chloride channel TMEM16A | HEK293 TMEM16A/YFP iodide influx fluorescence, ionomycin | 310,000 compounds, 1.2% hits | normalized B-score (activity score, 25-100; higher = stronger inhibition) at 10 µM | Q8BHY3;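 active means ratio plate-corrected score three or more library SD toward inhibition, starting fluorescence score within five deviations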;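 further: score derived from kinetic fluorescence span divided by baseline fluorescence per well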
KCNQ1 pot: potentiates or activates the human KCNQ1 potassium channel; B-score at 10 µM; CHO-K1 KCNQ1, thallium flux FluxOR fluorescence; active compounds read high; 310,000 compounds, 0.35% hits; AID 2648; P51787;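 active means fluorescence ratio B-score, a plate-corrected score, at least three library SD, with initial intensity B-score within 5 SD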
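Schedule – 37 °C overnight plating, 90-min dark dye load, 20-min compound pretreatment · System – stable KCNQ1 CHO-K1 line · Probe or stimulus – thallium- and potassium-containing depolarizing buffer · Measured by – kinetic FluxOR fluorescence, 10 s baseline plus 110 s post-stimulus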
HDAC3 inh: human HDAC3 inhibition; O15379; recombinant HDAC3, fluorogenic peptide/trypsin coupled, fluorescence; inhibition, % at 8.3 µM; 320,000 compounds, 0.15% hits; AID 2718; in the data active means inhibition above about 26%, passing the limit was not always enough; inconclusive means no clear call, values can overlap the other calls
SKKanGAS inh: inhibitors of SKKanGAS S. pyogenes growth in kanamycin (SK-promoter or general growth effect); inhibition, % at 7.5 µM; BacTiter-Glo, 6 h; 300,000 compounds, 1.3% hits; AID 1662;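 active means mean replicate score, as percent of positive control median, at least 50; inconclusive means mean below 50 but one replicate at or above 50; inactive means mean and every replicate below 50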;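 further: strain carries kanamycin resistance gene driven by streptokinase promoter and grows in 40 µg/ml kanamycin; loss of luminescence reflects streptokinase promoter inhibition or plain growth inhibition; 0% = median of DMSO wells and 100% = positive control at its reference dose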
hERG rescue: compounds protecting human hERG from proarrhythmic drug block | CHO-hERG, FluxOR thallium flux, dofetilide IC70 present | activation (rescue from dofetilide block), less the hit threshold, % at 10 µM | 310,000 compounds, 0.51% hits | AID 1511;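 active means activation above the mean of controls blocked by dofetilide plus 5 SD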;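 further: thallium influx through hERG after potassium depolarization seen as dye fluorescence rise; in these data hits start at about 4.7%; inactives centre near -7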
Target sequence (Q12809 whole entry, looked up): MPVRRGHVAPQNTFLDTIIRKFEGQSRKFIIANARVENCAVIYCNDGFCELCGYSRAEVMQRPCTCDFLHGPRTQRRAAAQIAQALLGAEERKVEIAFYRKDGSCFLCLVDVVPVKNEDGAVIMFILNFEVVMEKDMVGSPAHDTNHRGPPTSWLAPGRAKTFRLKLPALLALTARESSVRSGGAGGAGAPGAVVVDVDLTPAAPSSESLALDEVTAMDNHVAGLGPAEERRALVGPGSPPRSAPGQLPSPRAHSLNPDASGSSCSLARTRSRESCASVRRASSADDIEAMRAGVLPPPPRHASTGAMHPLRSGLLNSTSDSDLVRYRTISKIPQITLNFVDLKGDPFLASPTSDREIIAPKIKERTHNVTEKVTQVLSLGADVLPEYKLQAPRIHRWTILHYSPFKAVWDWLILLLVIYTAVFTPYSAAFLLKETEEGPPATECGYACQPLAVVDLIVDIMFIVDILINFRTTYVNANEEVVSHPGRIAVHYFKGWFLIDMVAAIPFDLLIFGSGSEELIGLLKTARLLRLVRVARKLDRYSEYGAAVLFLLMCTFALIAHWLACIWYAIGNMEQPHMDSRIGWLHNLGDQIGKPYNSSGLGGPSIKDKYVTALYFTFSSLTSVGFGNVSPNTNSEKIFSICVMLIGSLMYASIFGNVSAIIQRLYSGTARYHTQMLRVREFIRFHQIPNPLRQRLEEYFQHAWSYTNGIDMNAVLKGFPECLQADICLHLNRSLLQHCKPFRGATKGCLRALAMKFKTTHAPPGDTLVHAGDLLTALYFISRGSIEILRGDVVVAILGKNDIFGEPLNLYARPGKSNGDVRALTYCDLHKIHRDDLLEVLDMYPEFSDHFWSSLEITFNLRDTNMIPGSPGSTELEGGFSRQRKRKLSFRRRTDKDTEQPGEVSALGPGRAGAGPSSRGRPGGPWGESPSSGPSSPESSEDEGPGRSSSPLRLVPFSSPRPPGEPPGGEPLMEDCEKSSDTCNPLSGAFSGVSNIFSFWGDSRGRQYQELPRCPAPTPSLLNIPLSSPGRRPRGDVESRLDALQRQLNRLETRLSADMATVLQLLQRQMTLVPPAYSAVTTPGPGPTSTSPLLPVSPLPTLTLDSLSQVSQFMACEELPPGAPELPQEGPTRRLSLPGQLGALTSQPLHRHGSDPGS
Numbers without * were called inactive; i = inactive; ? = inconclusive; . = no result given. Compounds as they come. Share with any hit: about 6.3%.

SMILES	RGS4 inh	KCNQ1 inh	RGS4 pot	KCNK3 block	TMEM16A act	KCNK9 block	TMEM16A inh	KCNQ1 pot	HDAC3 inh	SKKanGAS inh	hERG rescue
CC(C(=O)Nc1nccs1)N1C(=O)C2CC=CCC2C1=O (stereo not given)	i	i	i	i	i	i	i	i	-0.5	1.0	-4.5
COc1ccc(CC(=O)NNc2ncnc3c2cnn3Cc2ccccc2)cc1OC	i	i	i	i	i	i	i	i	-2.3	-3.1	-6.3
CCOc1ccc(NC(=O)Cn2ncc3ccccc32)cc1	i	i	i	i	i	i	i	i	-8.8	1.9	-0.7
Cc1ccc(C)c(Nc2cc(C)nc(-c3ccccc3O)n2)c1	i	i	i	-10.5*	i	-9.36*	i	i	1.0	8.2	-3.8
Cc1cccc(CC(C)NC(=O)CCc2nnc(CCCCc3ccccc3)o2)n1 (stereo not given)	i	i	i	i	i	i	i	i	-0.5	8.1	-8.3
CN(C)CCCN(C(=O)CCc1ccccc1)c1nc2ccc(F)cc2s1	i	i	i	i	i	i	i	i	3.7	-9.0	-15.7
CC(C)c1ccc(NC(=O)Cn2nnc(C(=O)NCc3ccc4c(c3)OCO4)c2N)cc1	i	i	i	i	i	i	i	i	-6.6	8.1	-9.8
O=C(c1ccc([N+](=O)[O-])cc1)N1CCSC1c1ccc(Cl)cc1 (stereo not given)	i	i	i	i	i	i	i	i	0.1	5.4	-6.6
CCCOc1ccc(/C=N/n2nnnc2N)cc1OC	i	i	i	i	i	i	i	i	-4.7	-5.9	-1.3
CCc1nn(-c2ccccc2)c(=S)c2ccccc12	i	i	i	i	i	i	i	i	-9.8	13.6	-7.4
CCOC(=O)N1CCN(Cc2cccs2)CC1	i	i	i	i	i	i	i	i	-2.8	.	-3.8
COCCSc1nnc(NC(=O)CS(=O)(=O)c2ccc(C)cc2)s1	i	i	i	i	i	i	i	i	1.9	3.3	0.5
CCC(Sc1nc2cc(OC)c(OC)cc2c(=O)n1Cc1ccc(OC)cc1)C(=O)NCCOC (stereo not given)	i	i	i	i	i	i	i	i	6.6	-2.5	-13.7
NS(=O)(=O)c1ccc(N/N=C2/CCCc3ccccc32)c([N+](=O)[O-])c1	i	i	i	i	i	i	i	i	1.4	4.6	3.4
CCN(c1c(C)n(C)n(-c2ccccc2)c1=O)S(C)(=O)=O	i	i	i	i	i	i	i	i	-6.8	4.3	-3.5
CCOc1cccc(C(=O)Nc2ccc(N(CC)CC)cc2)c1	i	i	i	i	i	i	i	i	10.3	-1.2	-13.6
COc1ccc(O)c(-c2cc(-c3cccc(Br)c3)n[nH]2)c1	i	i	i	i	i	i	i	i	14.0	56.4*	-2.3
COc1ccc(-c2nnc(SC(C)C(=O)Nc3c(C)n(C)n(-c4ccccc4)c3=O)o2)cc1 (stereo not given)	i	i	i	i	i	i	i	i	-0.7	-3.7	-7.7
CCOC(=O)c1cccc(NC(=O)C2CCN(S(=O)(=O)c3cccs3)CC2)c1	i	i	i	i	i	i	i	i	0.1	-3.4	-13.4
O=C(CN1C(=O)CC(c2ccco2)Sc2ccccc21)NC1CCCCC1 (stereo not given)	i	i	i	i	i	i	i	i	1.4	1.3	-11.4
CCC(=O)c1ccccc1OCCN1C(=O)NC(C)(C)C1=O	i	i	i	i	i	i	i	i	-0.2	-0.8	-9.6
CS(=O)(=O)N(CC(=O)N/N=C/c1ccc(OCC(=O)N2CCOCC2)cc1)c1ccccc1Cl	i	i	i	i	i	i	i	i	5.6	-1.6	-12.6
CCOC(=O)/C(C#N)=N/Nc1ccc(S(=O)(=O)N2CCc3ccccc32)cc1	i	i	i	i	i	i	i	i	2.3	34.8	-13.7
CCOc1cccc(C(=O)Nc2ccccc2OC(F)F)c1	i	i	i	i	i	i	i	i	1.1	-1.7	-4.8
COc1ccccc1N=Nc1ccc(N)c(C)c1	i	i	i	i	i	i	i	i	-2.9	-1.6	-3.8
SMILES	RGS4 inh	KCNQ1 inh	RGS4 pot	KCNK3 block	TMEM16A act	KCNK9 block	TMEM16A inh	KCNQ1 pot	HDAC3 inh	SKKanGAS inh	hERG rescue
CCOc1cc(/C=N/O)ccc1OCC(=O)Nc1cccc(C)c1	i	i	i	i	i	i	i	i	0.8	-8.7	-10.7
CC(NC(=O)CC12CC3CC(CC(C3)C1)C2)C(=O)O (stereo not given)	i	i	i	i	i	i	i	i	6.2	-0.1	-9.4
C=CCOCC(O)CS(=O)(=O)Cc1ccc(Cl)cc1 (stereo not given)	i	i	i	i	i	i	i	i	1.9	5.5	-3.9
Fc1ccccc1NC(=S)Nn1cnnc1	i	i	i	i	i	i	i	i	.	1.8	-11.8
CCOC(=O)NC(=O)CSc1nc(C)cc(C)c1C#N	i	i	i	i	i	i	i	i	-7.7	-11.5	-9.7
Cc1ccc[n+](CC(=O)Nc2ccc(C)c(C)c2)c1	i	i	i	i	i	i	i	i	-3.8	-0.1	-2.6
CCOC(=O)C1CCN(C(=O)c2cc(S(=O)(=O)N(C)C)ccc2N2CCCC2)CC1	i	i	i	i	i	i	i	i	2.2	0.7	-7.5
O=S(=O)(NCCc1ccc(Cl)cc1)c1cccs1	i	i	i	i	i	i	i	i	-2.6	-3.0	-9.1
CCN(CC)S(=O)(=O)c1ccc(/C=C/C(=O)OCC(=O)c2c(N)n(C)c(=O)n(C)c2=O)cc1	i	i	i	i	i	i	i	i	.	38.7	0.0
O=C(Cn1nc(-c2ccccc2)c2ccccc2c1=O)Nc1ccc2c(c1)nc1n2CCOC1	i	i	i	i	i	i	i	i	2.6	4.1	-5.1
O=C(Nc1ccc2c(c1)OCO2)c1cccc2c1C(=O)N(C1CCCCC1)C2	i	i	i	i	i	i	i	i	?	6.3	-11.7
Cc1ccc(CSCc2ccc(C(=O)NC3CCCC3)o2)cc1	i	i	i	i	i	i	i	i	-1.4	-2.4	-8.6
COc1ccccc1/C=N/OCc1ccc(C#N)cc1	i	i	i	i	i	i	i	i	9.5	1.1	-5.5
CC1CCN(CCCNC(=O)c2cn(C)c3ccc(S(=O)(=O)N4CCCC4)cc3c2=O)CC1	i	i	i	i	i	i	i	i	-5.6	1.9	-12.5
Cc1ccc(N=Cc2ccc(N(C)C)cc2)cc1C	i	i	i	i	i	i	i	i	-2.5	3.3	-2.0
COc1cc2ncnc(NCc3cc(F)ccc3F)c2cc1OC	i	i	i	i	i	i	i	i	-1.0	-8.4	-11.1
C=CCNC(=O)c1cc2sccc2n1C	i	i	i	i	i	i	i	i	2.2	-7.5	-8.5
CC(=O)Nc1ccc(NS(=O)(=O)c2cccc3nonc23)cc1	i	i	i	i	i	i	i	i	3.3	-18.4	-9.6
Cc1ccc(S(=O)(=O)N2CCOCC2)cc1NC(=O)COc1ccc(-c2nnco2)cc1	i	i	i	i	i	i	i	i	2.7	-0.8	-25.3
Clc1ccc(OCc2noc(-c3ccsc3)n2)c(Cl)c1	i	i	i	i	i	i	i	i	-5.7	-3.7	-4.3
O=C(NC1CC1)C1=C[C@H](c2ccccc2)C[C@H](OCc2ccc(CO)cc2)O1	i	i	i	i	i	i	i	i	-0.4	5.5	-6.0
CN(Cc1nc2ccccc2[nH]1)Cc1nc(CC2CC2)no1	i	i	i	i	i	i	i	i	.	0.1	-6.8
COc1cc(C(=S)N2CCOCC2)ccc1OC(=O)c1cccc(C)c1	i	i	i	i	i	i	25*	i	0.3	3.6	-16.7
O=C(NN=C1CCCCCC1)c1cc2ccccc2cc1O	i	i	i	i	i	i	i	i	-5.0	28.3	-4.5
CCCNS(=O)(=O)c1cccc(C(=O)NC2CCCc3ccccc32)c1 (stereo not given)	i	i	i	i	i	i	i	i	0.7	-10.8	-20.4
SMILES	RGS4 inh	KCNQ1 inh	RGS4 pot	KCNK3 block	TMEM16A act	KCNK9 block	TMEM16A inh	KCNQ1 pot	HDAC3 inh	SKKanGAS inh	hERG rescue
CC(=O)N1CCC(C(=O)N2CCN(S(=O)(=O)c3ccc(F)cc3)CC2)CC1	i	i	i	i	i	i	i	i	0.1	0.2	-1.3
O=C(OCc1ccccc1F)c1cnc(Cl)c(Cl)c1	i	i	i	i	i	i	i	i	-4.5	17.8	-1.5
CCOC(=O)CSc1n[nH]c(=O)n1CCc1ccccc1	i	i	i	i	i	i	i	i	0.2	1.9	-2.8
O=C1Nc2ccccc2C(=O)N2[C@H](c3cccc(Br)c3)[C@@H]3C(=O)N(Cc4ccccc4)C(=O)[C@@H]3[C@H]12	i	i	i	i	-7.1*	i	i	i	-4.0	-0.6	-2.8
C=CCN1C(=O)C(CC(=O)O)SC1=Nc1ccc(C(=O)O)cc1 (stereo not given)	i	i	i	i	i	i	i	i	-2.5	2.6	-14.9
CSc1c(-c2ccccn2)c(N)nn1C(=O)C1CC1	i	i	i	i	i	i	i	i	1.2	-8.5	-8.8
CCOC(=O)N1CCN(C(=O)CN(c2cc(C(F)(F)F)ccc2Cl)S(C)(=O)=O)CC1	i	i	i	i	i	i	i	i	-5.8	-2.9	-4.6
O=C(/C=C/Nc1ccc(Cc2ccc(N/C=C/C(=O)C(F)(F)F)cc2)cc1)C(F)(F)F	i	i	i	i	i	i	i	i	4.1	-2.0	-6.9
CCc1ccc(NC(=O)Nn2cnnc2)cc1	i	i	i	i	i	i	i	i	-6.0	-1.9	-4.5
CC1CN(C(=O)CCC(=O)NCCCN2C(C)CCCC2C)c2ccccc2O1 (stereo not given)	i	i	i	i	i	i	i	i	-0.3	-2.0	-1.6
Cc1ccc(C)c2[nH]c(=O)c(CN(Cc3ccco3)C(=O)Nc3ccccc3)cc12	i	i	i	i	i	-13.3*	i	i	1.1	5.4	-15.5
O=C(Nc1ccc(Nc2ccccc2)cc1)c1cc([N+](=O)[O-])ccc1Cl	i	i	i	i	i	i	i	i	-7.2	-8.8	-3.2
COCCn1cnc2c1c(=O)n(Cc1ccccc1C#N)c(=O)n2Cc1ccccc1	i	i	i	i	i	i	i	i	1.4	4.2	-7.4
Cc1ccc(-c2nnnn2C2C/C(=N\NC(N)=S)C3OCC2O3)cc1 (stereo not given)	i	i	i	i	i	i	i	i	-2.4	-1.4	-10.3
Cc1cccc(NC(=O)c2cccc(C(=O)Nc3cccc(C)n3)c2)n1	i	i	i	i	i	i	i	i	1.5	2.1	-11.1
COc1cccc(OCCOc2ccc(/C=C3\C(=N)N4N=C(S(C)(=O)=O)SC4=NC3=O)cc2OC)c1	i	i	i	i	i	i	i	i	1.7	32.7	-11.9
O=C1CCC(C(=O)N2CCCC(C(=O)c3ccc4ccccc4c3)C2)=NN1 (stereo not given)	i	i	i	i	i	i	i	i	-1.4	-14.4	-4.5
O=c1[nH]c2ccccc2c(O)c1-c1ccccc1	i	i	i	i	i	i	i	i	1.9	0.1	-9.6
